Screening data from PubChem.
Pf growth 48h: inhibits P. falciparum growth in the first generation, 48 h; P. falciparum luciferase growth in erythrocytes, 48 h; Potency, µM (doses to about 28.7 µM), for inactives: at the highest dose activity change, negative = inhibition, hits mostly inhibitors; hit rate 5.9% among 310,000; also: potency is read from the fitted curve at half-maximal effect; % is scaled to controls: 0 for no effect and ±100 for the full control effect
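A one-generation exposure of luciferase-tagged malaria parasites in RPMI 1640/Albumax erythrocyte culture, 37 C and 5% CO2. Inhibition is inferred from decreased luminescence after adding detection reagent.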
Shiga inhibitor: Shiga toxin inhibition. Vero cells, Shiga toxin protein synthesis inhibition reporter. inhibition, % at 38.7 µM. hit rate 9.2% among 290,000. AID 2315; in the data active = inhibition mostly above about 28%, no sharp cut-off; inactive = mostly below about 43%; also: 0% is about no effect
FBPA Giardia inh: Giardia lamblia aldolase inhibition; AID 2451; purified Giardia FBPA; A8B2U2; Potency, µM (series often up to 59.6 µM), for inactives: at the top dose activity, negative = inhibition, most hits filed as inhibitors; hit rate 0.71% among 290,000; also: potency is read from the fitted curve at half-maximal effect; % is scaled to controls: 0 for no effect and ±100 for the full control effect; nearly all actives have a fitted effect of over 55% in size
Target sequence (A8B2U2 whole entry, looked up): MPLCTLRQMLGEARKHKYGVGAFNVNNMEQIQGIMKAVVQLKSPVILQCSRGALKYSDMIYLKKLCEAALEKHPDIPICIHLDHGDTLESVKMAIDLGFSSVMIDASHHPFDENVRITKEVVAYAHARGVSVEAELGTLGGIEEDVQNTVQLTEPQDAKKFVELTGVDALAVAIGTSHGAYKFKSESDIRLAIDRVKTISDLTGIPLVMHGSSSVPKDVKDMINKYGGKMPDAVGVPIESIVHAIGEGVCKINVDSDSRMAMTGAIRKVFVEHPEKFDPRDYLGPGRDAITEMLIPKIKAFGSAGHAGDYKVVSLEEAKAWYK
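40 nM FBPA preincubated 10 min at RT with compound (up to 57.5 uM final), then substrate plus GAPDH/TPI/NAD/arsenate coupling and diaphorase/resazurin added. Fluorescence read after 20 min at RT, 525/598 nm.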
CHX counter: counter-screen hit for Shiga toxin inhibitors, cycloheximide; cell reporter, cycloheximide protein synthesis inhibition counterscreen; max response, %; hit rate 12% among 300,000; in the data active = max response mostly above about 13%, no sharp cut-off; inactive = mostly below about 14%; also: read at 38.3 µM for the half of the compounds with a filed dose; 0% is about no effect
Pf growth 96h: inhibits malaria parasite growth, 96 h | P. falciparum luciferase reporter growth, 96 h | Potency, µM (titrated, usually from 28.7 µM), for the others: top-dose activity change, negative = inhibition, actives largely listed as inhibitors | hit rate 6.9% among 320,000; also: potency is read from the fitted curve at half-maximal effect; % is scaled to controls: 0 for no effect and ±100 for the full control effect
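P. falciparum expressing integrated firefly luciferase grown in erythrocytes (2% hematocrit, 0.05% parasitemia final) with compounds for 96 hours at 37 C, 5% CO2. Growth inhibition read as loss of luminescence after adding luciferase detection reagent.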
HCV inhibitor: inhibitors of hepatitis C virus infection; Huh7.5.1 HCVcc-Cre infection, luciferase reporter, 44 h; Potency, µM (series often up to 41.8 µM), without a hit: at the top dose activity change, negative = inhibition, hits mostly inhibitors; hit rate 3.4% among 340,000; AID 651820; also: potency is read from the fitted curve at half-maximal effect; % is scaled to controls: 0 for no effect and ±100 for the full control effect
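A cell-based infection assay in which seeded cells (1,000 per well) receive test compound after 4 h, are inoculated with HCVcc-Cre at approximately 0.5 moi, and are incubated 44 h before luminescence detection.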
Numbers without * were called inactive; ? = inconclusive; / = no result given; & = joins results of further samples; [ ] = dose if it differs, or a comment. Unless noted, calls follow the shape of the dose curve; as a rule, active = well fitted curve in the direction sought with a large enough effect; inconclusive = small, poorly fitted or top-dose-only effect, or another doubt; inactive = no such curve, though single readings can be large; an effect the other way counts as inactive or inconclusive.

SMILES	Pf growth 48h	Shiga inhibitor	FBPA Giardia inh	CHX counter	Pf growth 96h	HCV inhibitor
COc1ccc(CC(=O)OCC(=O)Nc2ccc(N3CCOCC3)cc2)cc1	?	10	-29%	-2	?	8%
N#Cc1nc(-c2ccc(OCc3ccccc3)cc2)oc1N1CCOCC1	5%	-12	-1%	-2	10%	4%
Cc1noc(C)c1C(=O)N1CCCC(C(=O)c2cccc(C(F)(F)F)c2)C1 (stereo unspecified)	-4%	-1	0%	1	0%	-8%
COc1ccccc1N(C(C)=O)C1SC(=O)N(c2ccccc2)C1=O (stereo unspecified)	-8%	-4	0%	-4	3%	0%
Cc1nn(-c2ccccc2)c(C)c1NC(=O)c1ccc(S(=O)(=O)N2CCCC2)cc1	?	-22	-2%	-4	?	-30%
Oc1ccc(Cn2ccnc2)c2cccnc12	3.7µM*	-6	?	-2	18%	?
CN1CCC(=NNc2ncnc3sc4c(c23)CCCC4)CC1	?	-4	-11%	0	?	?
CCOc1ccc2[nH]c(=O)c(CN(Cc3ccco3)Cc3nnnn3Cc3ccccc3)cc2c1	-18%	-12	9%	6	-17%	?
Cc1ccccc1NC(=O)NC1(C(=O)N2CCC(O)CC2)CCCCC1	-12%	-23	0%	-3	1%	16%
CCCc1ccc(S(=O)(=O)NCC2CCCN2CC)cc1 (stereo unspecified)	10%[0.00184 µM]	-13	-9%	1	28%	2%

Entries of single compounds from above.
`COc1ccccc1N(C(C)=O)C1SC(=O)N(c2ccccc2)C1=O` (stereo unspecified) across the screens: Pf growth 48h = -8%; Shiga inhibitor = -4; FBPA Giardia inh = 0%; CHX counter = -4; Pf growth 96h = 3%; HCV inhibitor = 0%
`CCOc1ccc2[nH]c(=O)c(CN(Cc3ccco3)Cc3nnnn3Cc3ccccc3)cc2c1` across the screens: Pf growth 48h = -18%; Shiga inhibitor = -12; FBPA Giardia inh = 9%; CHX counter = 6; Pf growth 96h = -17%; HCV inhibitor = ?
`Oc1ccc(Cn2ccnc2)c2cccnc12` across the screens: Pf growth 48h = 3.7µM*; Shiga inhibitor = -6; FBPA Giardia inh = ?; CHX counter = -2; Pf growth 96h = 18%; HCV inhibitor = ?

(listing goes on)
SMILES	Pf growth 48h	Shiga inhibitor	FBPA Giardia inh	CHX counter	Pf growth 96h	HCV inhibitor
O=C(N/N=C/c1cccc2ccccc12)c1n[nH]c2c1CCCC2	-26%	23	0%	7	5%	3%
Cc1ccc(S(=O)(=O)c2c(C)cc(C)nc2Cl)cc1	-6%	-5	-13%	-1	6%	0%
O=C1C(c2ccncc2)N(CCC2=CCCCC2)C(=O)CN1C1CCCCC1 (stereo unspecified)	-6%	-15	-10%	-3	?	3%
CNC(=O)NCCN1CCCC1=O	5%	-12	3%	-6	/	10%
O=C(O)c1ccc(CN(c2ccccc2)S(=O)(=O)c2ccccc2)cc1	?	-20	15%	-2	8%	4%
CCc1nc2ccc(C(=O)N(C)CC(=O)Nc3cccc(F)c3)cc2nc1CC	?	/	/	/	?	?
CC(=O)NCc1ccc(C(=O)CSc2nnc(C3CC3)n2C2CC2)cc1	9%	/	/	/	-19%	1%
COc1cc(C(=O)NCc2ccncc2)cc(OC)c1OC	43%[activator]	21	1%	-3	-18%	15%
COc1ccc(O)c(C(=O)c2cnn(C(=O)c3cc(C)oc3C)c2)c1	22%	4	11%	13	17%	14%
CC(Oc1ccc(Cl)cc1Cl)C(=O)/C=C/N(C)C (stereo unspecified)	2%	-13	6%	2	?	5%
CCC(=O)Oc1ccc(C(=O)Nc2ccc3c(c2)OCO3)cc1	118%[activator]	108*	-2%	46*	1%	14%
O=C(CSc1nnc(C2CC2)n1Cc1ccccc1)N1CCN(S(=O)(=O)c2ccccc2)CC1	?	29	4%	-3	19%	0%
O=C(CN1CCN(Cc2ccccc2)C1=O)NCc1cccs1	/	-9	1%	-8	?	18%
COc1cccc(NC(=O)N2CCCC2C(=O)NCC(C)C)c1 (stereo unspecified)	5%	14	0%	-4	-23%	3%
C=CCn1c(N)cc(=O)nc1SCC(=O)N1CCN(c2ccc(F)cc2)CC1	-16%	-1	-3%	-3	18%	11%
CN1CCN(NC(=O)CC(C)(C)C)CC1	?	28	3%	-1	51%[1.15 µM]	9%
CC(=O)NC(Cc1cccc(C)c1)C(=O)NC1CCN(S(=O)(=O)c2ccccc2)CC1 (stereo unspecified)	1%	-3	/	-2	-14%	8%
CCCCCN(C(=O)CCC(=O)OCc1cccc(C(F)(F)F)c1)c1c(N)n(CCCC)c(=O)[nH]c1=O	-13%	-3	/	-2	?	?
CCn1c(C)nc2cc(C(=O)N=Nc3c(O)[nH]c4ccccc34)ccc21	13%	6	8%	2	30%[activator]	-6%
CC(=O)C1C(c2ccc3ncccc3c2)NC(=O)NC1(O)C(F)(F)F (stereo unspecified)	6%	9	-2%	-1	-7%	9%
COC1=CC(=O)OC12CCCCC2	0%	22	3%	-3	/	1%
CCOC(=O)CNC(=S)n1cnc(N)n1	?	-23	-16%	6	53%[activator]	-14%
CC(C)CN1CCC(=O)N(CCOc2ccccc2)CC1	61%[activator]	28*	-3%	28*	7%	10%
CN(C(=O)COC(=O)CNC(=O)C12CC3CC(CC(C3)C1)C2)c1ccccc1	12%	11	/	1	10%	22%
CCC(=O)NC(=S)Nc1ccc(NC(=S)NC(=O)c2ccc(C)cc2)cc1	-36%[1.15 µM]	-3	-5%	-5	57%[activator]	2%
CC1CC(C)CN(CC(O)COc2ccc3c(c2)CCC3)C1 (stereo unspecified)	?	67	-5%	-5	-22%	?
Cc1cccc(-c2ccc(NC(=O)C3CCN(CC4CC4)CC3)cc2)c1	?	1	-3%	-2	36%[activator]	10µM*
CCN(CC)CCN1C(=O)C(O)=C(C(=O)c2sc(C)nc2C)C1c1cccnc1 (stereo unspecified)	9%	-3	-3%	-1	15%	5%
CNCC(=O)N(CC(C)C)c1c(N)n(CC(C)C)c(=O)[nH]c1=O	26%	19	-6%	-3	37%[activator]	9%
O=C(c1cccs1)N1CCN(S(=O)(=O)N2CCCCC2)CC1	11%	-17	2%	-3	/	6%

3 entries from above, ordered by molar mass, falling.
SMILES	Pf growth 48h	Shiga inhibitor	FBPA Giardia inh	CHX counter	Pf growth 96h	HCV inhibitor
CN(C(=O)COC(=O)CNC(=O)C12CC3CC(CC(C3)C1)C2)c1ccccc1	12%	11	/	1	10%	22%
Cc1cccc(-c2ccc(NC(=O)C3CCN(CC4CC4)CC3)cc2)c1	?	1	-3%	-2	36%[activator]	10µM*
CC(C)CN1CCC(=O)N(CCOc2ccccc2)CC1	61%[activator]	28*	-3%	28*	7%	10%

Next part:
SMILES	Pf growth 48h	Shiga inhibitor	FBPA Giardia inh	CHX counter	Pf growth 96h	HCV inhibitor
NC1=NC(=O)/C(=C\c2ccc(O)c([N+](=O)[O-])c2)S1	6%	-11	-6%	7	32%[5.75 µM]	-4%
CCOC(=O)CNC(=O)Cn1cnc2c(cnn2-c2ccc(C)cc2)c1=O	7%	3	4%	-2	?	12%
O=C(CSc1nnc(CNc2ccccc2)o1)N1CCCc2ccccc21	?	10	0%	0	-4%	3%
CCc1ccc(NC(=O)C(C)Sc2ccc(S(=O)(=O)N3CCN(C)CC3)cn2)cc1 (stereo unspecified)	?	/	/	/	-8%	?
COc1cccc(N2CCN(C(=O)c3oc4ccccc4c3NC(=O)Cc3ccc(OC)c(OC)c3)CC2)c1	?	-2	/	-9	-14%	?
COc1ccc(N2C(=O)[C@@H]3[C@H](C2=O)[C@H](C(=O)c2ccc(OC(C)=O)cc2)N2N=CC=C[C@@H]32)cc1	26%	38*	?	14*	58%[activator]	-7%
O=C(CSc1nnc(Cc2ccccc2)o1)N1CCOCC1	11%	10	3%	-2	7%	15%
Nc1ccc2nc(C(F)(F)F)[nH]c2c1	3%	-6	?	0	31%[activator]	26%
COc1ccc(OCCN(C)CC(=O)Nc2c(C)cccc2C)cc1	-12%[0.00184 µM]	-15	14µM*	-3	3%	-26%
CCN(CC)CCN(C(=O)c1ccc(S(=O)(=O)N2CCCC2)cc1)c1nc2cc(C)cc(C)c2s1	?	-5	?	-1	?	-28%
CCOC(=O)N1CCN(C(=O)CCc2ccc(S(=O)(=O)NC(C)(C)C)cc2)CC1	-8%	-2	-2%	-2	8%	-7%
COC(=O)[C@H](Cc1ccccc1)NC(=O)NCc1ccccc1OC	-4%	-8	0%	-1	/	5%
COc1cc(C2C3=C(Nc4ncnn42)c2ccccc2CC3)cc(OC)c1OC (stereo unspecified)	?	-35	-26%	-6	?	?
COc1cc(C2/C(=C(\O)c3ccc4c(c3)CC(C)O4)C(=O)C(=O)N2CCCn2ccnc2)cc(OC)c1OC (stereo unspecified)	-1%	-2	/	-7	?	7%
Cc1nc(-c2cccc(NC(=O)c3ccc(Br)o3)c2)cs1	-9%	25	/	16	?	?
Cc1ccc(NC(=O)c2cccs2)cc1	/	81	-6%	53*	66%[activator]	-4%
COn1c(-n2nc(C)cc2C)nc2ccccc2c1=O	?	23	11%	15	8%	16%
COc1ccc(CNC(=O)Cn2cnc3c(=O)n(C)c(=O)n(C)c32)cc1	10%	-23	-2%	-1	-25%	18%
CCCOc1ccc(/C=C2/C(=O)ON=C2C)cc1OCC	31%[activator]	3	-2%	-4	-14%	19%
CC(=O)n1cc(Nc2ccc([N+](=O)[O-])cc2)c2ccccc21	?	79	-2%	15	62%[activator]	-20%
CCCOc1ccc(N2C(=O)CC(SCc3nc4ccccc4[nH]3)C2=O)cc1 (stereo unspecified)	20%	-4	-10%	-2	23%	-5%
CCOc1ccc(-c2nc(CN3CCCC(C(=O)N4CCOCC4)C3)c(C)o2)cc1 (stereo unspecified)	?	31*	-7%	18*	92%[activator]	-5%
C=CCN(c1ccc(F)cc1)S(=O)(=O)c1cc(C(=O)OCC(=O)N(C)C2CCS(=O)(=O)C2)ccc1Cl (stereo unspecified)	?	-1	4%	-1	-1%	3%
Cc1cccc(NC(=O)c2cn(-c3ccccc3)nc2-c2ccccc2)c1	-8%	27	0%	13*	13µM*	?
CC1=CC2=NC(=O)/C(=C/c3coc4ccccc4c3=O)C(=N)N2O1	39%	12	-5%	11	0%	17%
CCCOc1ccc(CNC(=O)Cn2c(=O)oc3ccccc32)cc1	0%	11	5%	-1	?	?
COc1cccc(C2CC(c3ccc(Br)cc3)=NN2C(=O)c2ccncc2)c1OC (stereo unspecified)	12µM*	42	17%	5	?	?
O=C(Nc1ccc2nc(-c3ccccc3)oc2c1)c1ccco1	?	47*	-3%	29*	-9%	10µM*
CCN(CC(=O)Nc1ccc(NC(C)=O)cc1)C(=O)Cc1ccc(Cl)c(Cl)c1	-2%	-3	0%	8	?	?
CC(=O)NC1=NN(C(C)=O)C(C)(c2ccc3ccccc3c2)S1 (stereo unspecified)	2.9µM*	-6	0%	-3	69%[activator]	-3%
O=C(/C=C/c1ccc([N+](=O)[O-])s1)N1CCN(c2ccccc2)CC1	?	-9	3%	-2	?	?
CCOCCCNC(=O)C(Cc1ccccc1)NS(=O)(=O)c1cccc2nsnc12 (stereo unspecified)	2%	-12	2%	5	17%	3%
O=c1[nH]c(CN2CCN(C/C=C/c3ccccc3)CC2)nc2ccccc12	-18%	8	-11%	-4	/	-18%
CCC1=C2CC[C@H]3C(=O)N(c4ccccc4)C(=O)[C@H]3[C@H]2[C@@]2(C)C(=NCC3CC3)OC(=O)N2C1=O	38%[activator]	-3	3%&3%	-3	64%[activator]	14%
Cn1c(-c2ccccc2)cc(=O)c2ccccc21	11%	-5	-11%	2	23%	-1%
CCOc1ccc(/C(C)=N/N2C(=O)C(CC(=O)Nc3ccc(OC)cc3[N+](=O)[O-])SC2=Nc2cccc(C)c2C)cc1 (stereo unspecified)	2.1µM*	-9	-1%	-1	2.3µM*	2%
CCNCc1cc(OCC)c(OCC(=O)NCCc2ccccc2)cc1Cl	38%[activator]	-3	12%	0	?	?
COC(=O)Cn1ncc2c(C)n(Cc3ccccc3)c(C)c2c1=O	70%[activator]	74*	-19%	39*	39%[activator]	-6%
